IP6K1 inhibitor: blocks human inositol hexakisphosphate kinase 1; IP6K1 kinase, ADP-Glo luminescence, 2 h; active compounds read low; Q92551; activity change, % (series mostly up to about 58 µM); 140,000 compounds, 0.81% hits; AID 1645851; in the data active = activity change below about -25%
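ADP-Glo luminescence measures ADP made by human IP6K1 during a 2 h RT reaction with ATP/IP6 (mix at 1.3 mM/130 uM); top library doses 57.5 and 19.1 uM final.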
GPT2 inh: blocks human glutamate pyruvate transaminase 2; Q8TD30; Recombinant GPT2, coupled pyruvate oxidase/HRP Amplex Red fluorescence; Potency, µM (top dose mostly 57.7 µM), for the others: at the highest dose activity change, negative = inhibition, hits mostly inhibitors; 100,000 compounds, 0.25% hits; AID 1671188; also: potency is read from the fitted curve at half-maximal effect; nearly all actives have a fitted effect of over 60% in size; many of its hits are not listed in these tables
Target sequence (Q8TD30 whole entry, looked up): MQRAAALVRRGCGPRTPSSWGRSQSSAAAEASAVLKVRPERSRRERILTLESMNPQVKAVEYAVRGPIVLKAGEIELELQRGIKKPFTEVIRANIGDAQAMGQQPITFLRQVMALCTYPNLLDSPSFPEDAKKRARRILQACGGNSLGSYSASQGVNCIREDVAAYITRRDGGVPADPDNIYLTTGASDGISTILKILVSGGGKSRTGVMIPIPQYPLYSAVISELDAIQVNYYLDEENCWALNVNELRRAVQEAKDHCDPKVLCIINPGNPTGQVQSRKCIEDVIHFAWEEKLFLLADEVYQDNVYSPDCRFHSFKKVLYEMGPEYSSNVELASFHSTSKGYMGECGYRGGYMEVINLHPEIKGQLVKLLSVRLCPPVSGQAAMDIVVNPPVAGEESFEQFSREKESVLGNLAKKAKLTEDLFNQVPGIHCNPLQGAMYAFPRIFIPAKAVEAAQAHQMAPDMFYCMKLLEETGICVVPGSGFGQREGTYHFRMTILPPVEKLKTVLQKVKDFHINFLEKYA
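Fluorescence of coupled pyruvate oxidase/HRP/Amplex Red system (50uM Amplex, 30 min, dark) reports pyruvate formed by GPT2. Enzyme reaction: 10ng/uL GPT2, 2mM L-alanine, 250uM a-KG, 30 min room temperature, pH 7.5; 50uM AOA control.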
HEK293 tox: cytotoxic compounds in HEK 293 cells; HEK 293 viability, ATP luminescence (CellTiter-Glo), 48-72 h; Potency, µM (series often up to 115 µM), without a hit: at the top dose activity change, negative = cytotoxicity, most hits filed as inhibitors; 94,000 compounds, 6.6% hits; also: potency is read from the fitted curve at half-maximal effect; nearly all actives have a fitted effect of over 60% in size
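HEK 293 seeded at 250 cells/well receive compound via pintool. After 48 or 72 hr at 37 degree Celsius, 5% CO2 and 95% humidity, CellTiter-Glo is dispensed and luminescence read following 10 min at room temperature.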
NIH3T3 tox: cytotoxic compounds in NIH 3T3 cells; NIH 3T3 viability, CellTiter-Glo ATP luminescence, 48-72 h; Potency, µM (highest dose often 96.7 µM), for the others: at the top dose activity change, negative = cytotoxicity, usual class: inhibitors; 94,000 compounds, 4.3% hits; AID 1345082; also: potency is read from the fitted curve at half-maximal effect; nearly all actives have a fitted effect of over 55% in size
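Luminescent ATP readout (CellTiter-Glo, 10 min RT) after 48 or 72 hr compound exposure of NIH 3T3 cells seeded at 400 cells/well in 1536-well format; quantitative HTS.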
SNCA viab count: counter-screen for SNCA expression inhibitors: cell viability. HEK-293-SNCA-luc viability, GF-AFC fluorescence, 24 h. Potency, µM (doses to about 57.1 µM), for the others: at the top dose activity change, negative = cytotoxicity, hits mostly cytotoxic. 150,000 compounds, 0.12% hits;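 also: potency is read from the fitted curve at half-maximal effect; 0% = DMSO-treated cells and -100% = medium-only wells without cells; nearly all actives have a fitted effect of over 30% in size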
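Cytotoxicity counterscreen: after 24 h compound treatment of genome-edited SNCA-luciferase HEK-293 cells, live-cell protease substrate GF-AFC read by fluorescence after 30 min; activity scaled between DMSO (0%) and medium-only (-100%), curves Hill-fitted.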
FLuc inh: blocks purified firefly luciferase enzyme activity. purified P. pyralis luciferase, luminescence, biochemical. Potency, µM (top dose mostly 115 µM), for the others: at the top dose activity change, negative = inhibition, actives largely listed as inhibitors. 76,000 compounds, 2.5% hits; also: potency is read from the fitted curve at half-maximal effect; nearly all actives have a fitted effect of over 65% in size
Target sequence (P08659 whole entry, looked up): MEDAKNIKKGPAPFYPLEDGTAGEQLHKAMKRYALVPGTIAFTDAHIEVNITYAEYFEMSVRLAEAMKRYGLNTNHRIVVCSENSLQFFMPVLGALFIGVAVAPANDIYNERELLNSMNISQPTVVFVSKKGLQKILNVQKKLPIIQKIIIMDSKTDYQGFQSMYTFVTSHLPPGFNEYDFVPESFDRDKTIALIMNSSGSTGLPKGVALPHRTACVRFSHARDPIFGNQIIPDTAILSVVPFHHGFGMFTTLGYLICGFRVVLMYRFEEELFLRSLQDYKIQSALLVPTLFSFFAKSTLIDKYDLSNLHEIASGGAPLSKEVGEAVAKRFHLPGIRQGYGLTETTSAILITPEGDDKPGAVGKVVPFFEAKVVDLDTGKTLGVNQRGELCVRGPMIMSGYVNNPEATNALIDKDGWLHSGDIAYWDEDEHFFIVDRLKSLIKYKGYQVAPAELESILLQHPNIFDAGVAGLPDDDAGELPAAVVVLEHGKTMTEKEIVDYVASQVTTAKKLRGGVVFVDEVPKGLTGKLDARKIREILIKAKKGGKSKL
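Purified P. pyralis luciferase (10nM final) in 50mM Tris acetate pH 7.5, 10mM Mg acetate, 0.01% Tween-20, 0.05% BSA with 10uM D-luciferin and 10uM ATP. Compounds titrated qHTS. Luminescence imaged on CCD.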
SNCA expr inh: SNCA gene expression inhibition; HEK-293 SNCA-luciferase knock-in, luminescence, 24 h; Potency, µM (titrated, usually from 57.2 µM), for inactives: at the top dose activity change, negative = inhibition, most hits filed as inhibitors; 140,000 compounds, 0.17% hits;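 also: potency is read from the fitted curve at half-maximal effect; plate controls were DMSO cells for no effect and cell-free wells for full effect; nearly all actives have a fitted effect of over 45% in size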
Starred values were filed as active, the others as inactive; i = inactive; ? = inconclusive; nt = no result given; [ ] = another dose, or the depositor's remark. Unless noted, calls follow the shape of the dose curve; as a rule, active = well fitted curve in the direction sought with a large enough effect; inconclusive = small, poorly fitted or top-dose-only effect, or another doubt; inactive = no such curve, though single readings can be large; an effect the other way counts as inactive or inconclusive. Unless noted, % is scaled to controls: 0 for no effect and ±100 for the full control effect. Only part of the results is shown. The share of hits here may be higher or lower than overall.

Second line of a record – IP6K1 inhibitor, GPT2 inh, HEK293 tox, NIH3T3 tox, SNCA viab count, FLuc inh, SNCA expr inh
O=[S+]1([O-])NC2(CCCN(Cc3cccc4ccccc34)C2)CNc2ccccc21 (stereo not drawn)
    2, ?, ?, ?, 0%, 3%, -8%
CCCc1nn2c(=O)cc(COC(=O)c3ccc(NC(=O)COc4ccccc4)cc3)nc2s1
    6, nt, nt, nt, 6%, nt, 69%[activator]
Cc1cc(Br)ccc1NC(=O)CSc1c2c(nc3ccccc13)CCC2
    1, nt, nt, nt, -27%, nt, ?
CN(C)[C@@H]1[C@@H](NC(=O)Cn2cnc3ccsc3c2=O)[C@H]2CCO[C@H]21
    13, i, -10%, -12%, 0%, 0%, 3%
COc1cccc(CNC(=O)c2ccc3nc(-c4ccnc(Cl)c4)oc3c2)c1
    15, i, -8%, -30%, 9%, nt, 9%
O=C(Nc1ccccc1F)N1CC(Oc2ccccc2-c2nc(-c3cnccn3)no2)C1
    22, ?, -9%, ?, -26%, nt, 20%
CCN(CC)c1ccc(C(=C2C=CC(=[N+](CC)CC)C=C2)c2cc(S(=O)(=O)O)ccc2S(=O)(=O)[O-])cc1
    -51*, i, nt, nt, -26%[23.9 µM], nt, -8%[25.6 µM]
CC(=O)Nc1ccc(S(=O)(=O)Nc2nc3n(n2)C(c2ccccc2)C=C(c2ccc(Cl)cc2)N3)cc1 (stereo not drawn)
    -4, nt, nt, nt, ?, nt, ?
Cc1nn(CCCC(=O)Nc2cccc(C(F)(F)F)c2)c(=O)c2nn(-c3ccccc3)c(C)c12
    18, nt, nt, nt, 2%, nt, 42%[activator]
CCN(C(=O)CN1C(=O)NC(c2ccccc2Cl)C2=C1COC2=O)c1cccc(C)c1 (stereo not drawn)
    1, -6%, ?, ?, -1%, 1%, -12%
CCS[C@H]1CCN2C(=O)c3cc(-c4ccc(F)cc4F)ccc3NC(=O)[C@H]12
    -15, -4%[88.5 µM], 56µM*, ?, -26%[87.6 µM], -21%[172 µM], -26%[87.6 µM]
Cc1cc(C(=O)N2CCCCCCNC(=O)[C@@H]3CCC[C@@H]32)nn1C
    8, -24%, ?, -11%, -24%, 4%, -32%
CCOC(=O)c1c(C)[nH]c(CCC(=O)NCc2ccc(N(C)C)cc2)c1C
    6, nt, nt, nt, 1%, nt, 7%
O=C(NC[C@H]1OC[C@@H](NC2CCOCC2)[C@@H]1O)c1cccs1
    2, -5%[88.5 µM], i, i, 4%[87.6 µM], 1%[172 µM], 4%[87.6 µM]
COc1ccc2oc(=O)cc(CN3CCN(C(=O)c4ccccc4F)CC3)c2c1
    0, nt, nt, nt, 3%, nt, -2%
CN(CC1CCOCC1)C(=O)Nc1ccccc1Cl
    8, i, -27%, -9%, 14%, -7%, -13%
O=C(Nc1ccc(F)cc1F)N1CCOC[C@H](Oc2ccc(C(F)(F)F)cc2)C1
    -3, i, ?, ?, 3%[87.6 µM], -5%[172 µM], -15%[87.6 µM]
Cc1ccc(C)c(NC(=O)Cn2c(=O)n(CC3CCCO3)c(=O)c3ccccc32)c1 (stereo not drawn)
    4, nt, nt, nt, -35%, nt, 22%
Cc1nn2c(c1-c1ccccc1-c1ccccc1)N(C(=O)COc1ccccc1)CCC2
    17, -17%[88.5 µM], ?, ?, -9%[87.6 µM], -6%[172 µM], -24%[87.6 µM]
Cn1ccc(NC(=O)c2ccc3c(c2)NC(C)(CCCCc2ccccc2)CO3)n1 (stereo not drawn)
    4, i, 45µM*, 40µM*, -13%[87.6 µM], -23%[172 µM], -26%[87.6 µM]
CC1=C(c2ccc(C)c(C)c2)S(=O)(=O)N=C1N1CCN(c2cccc(C(F)(F)F)c2)CC1
    1, nt, nt, nt, -19%, nt, -10%
O=C(C1CCCN1C(=O)c1ccc(F)cc1)N1CCC(c2nc3ccncc3[nH]2)C1 (stereo not drawn)
    6, -13%, i, -12%, ?, nt, 6%
COc1ccccc1-c1cccc(CN2CCC(NC(=O)C3CC3)CC2)c1
    2, ?, ?, ?, -3%, nt, 24%
O=C(Nc1ccc(F)cc1)C1CN(S(=O)(=O)c2cccnc2)CC12CCCCC2 (stereo not drawn)
    13, 5%, ?, -15%, -9%, 10%, -17%
COc1ccccc1-c1ccc(C(=O)N2CCC(NC(=O)NC(C)C)CC2)cc1
    -11, i, ?, ?, -8%[12.5 µM], nt, 2%
COc1cccc(C(=O)N2CCCC(c3nn(-c4ccc(F)cc4)c(=O)[nH]3)C2)c1 (stereo not drawn)
    3, i, ?, -23%, -10%, 1%, -8%
Cc1c(Cl)cccc1NC(=O)N1CCN(C(=O)c2nsc3ccccc23)CC1
    -13, nt, nt, nt, 6%, nt, 19%
COCCN1CCOC[C@H]2CCN(C(=O)c3cnccn3)C[C@H]21
    0, 2%, -7%, i, 1%, 6%, 9%
COc1ccc(CNC(=O)C[C@@H]2CCNC[C@@H]2Cc2cc(COc3ccccc3)on2)cc1
    2, -2%, ?, 25µM*, 2%, -1%, 0%
CCOC(=O)C1CCN(C(=O)c2ccc3oc(-c4cccc(C)n4)nc3c2)CC1
    10, -12%[88.5 µM], -28%[172 µM], -11%[138 µM], 1%[87.6 µM], nt, 1%[87.6 µM]

By substructure, those above with an NH in an aromatic ring (3)
Second line of a record – IP6K1 inhibitor, GPT2 inh, HEK293 tox, NIH3T3 tox, SNCA viab count, FLuc inh, SNCA expr inh
CCOC(=O)c1c(C)[nH]c(CCC(=O)NCc2ccc(N(C)C)cc2)c1C
    6, nt, nt, nt, 1%, nt, 7%
O=C(C1CCCN1C(=O)c1ccc(F)cc1)N1CCC(c2nc3ccncc3[nH]2)C1 (stereo not drawn)
    6, -13%, i, -12%, ?, nt, 6%
COc1cccc(C(=O)N2CCCC(c3nn(-c4ccc(F)cc4)c(=O)[nH]3)C2)c1 (stereo not drawn)
    3, i, ?, -23%, -10%, 1%, -8%

Carrying on.
Second line of a record – IP6K1 inhibitor, GPT2 inh, HEK293 tox, NIH3T3 tox, SNCA viab count, FLuc inh, SNCA expr inh
COCCC(=O)N1CCCN(S(C)(=O)=O)C(c2ccccc2)CC(=O)NCC1 (stereo not drawn)
    -4, -14%, i, -13%, 4%, -13%, 0%
CCCCN(c1ccccc1)c1ncnc2c1cnn2-c1ccc(Cl)cc1
    -5, nt, nt, nt, 17%, nt, ?
O=C(CC(F)(F)F)N1CCC(N2C(=O)C(O)C23CCCCC3)CC1 (stereo not drawn)
    -6, i, 1%, i, 13%, -1%, 8%
CCOC(=O)c1ccccc1NC(=O)CN1C(=O)NC2(CCOCC2)C1=O
    5, i, -11%, -23%, 6%, 0%, -7%
Cc1ccc(NCc2cc3cc4c(cc3n(CC(=O)Nc3ccc(C)cc3)c2=O)OCCO4)cc1
    7, nt, nt, nt, 16%, nt, 44%[activator]
Cc1ccc2c(c1)C(c1ccccc1)N(C(=O)c1ccc(OC(C)C)cc1)CC(=O)N2 (stereo not drawn)
    -10, nt, nt, nt, -8%, nt, 2%
O=C([C@@H]1C[C@H](Oc2ccccc2)CN1C(=O)CC1CCCC1)N1CCCC1
    5, ?, i, 32µM*, -10%, -4%, -20%
COC[C@@H]1CN(S(=O)(=O)c2cccnc2)C[C@H]1c1ccncc1
    -4, -6%, i, 0%, -3%, -4%, 60%[activator]
CCn1ncc(N2CCCC(CC(=O)NCc3cccc(Cl)c3)C2)cc1=O (stereo not drawn)
    15, -10%, ?, -23%, -4%, 0%, 2%
CC(=O)N1CCc2c(sc3nc(SCC(C)C)n(-c4ccc(F)c(Cl)c4)c(=O)c23)C1
    -1, nt, nt, nt, 5%, nt, 14%
CCOc1cccc(CNC(=O)c2c(OCC3CC3)cc(=O)n3c2CCCCC3)c1
    -6, i, ?, ?, 2%, -9%, -7%
Cc1cn2nc(C(=O)N3CCC(NC(=O)c4ccc(C)c(C)c4)CC3)cc2c(=O)[nH]1
    -19, 4%, 10%, -14%, 1%, -1%, 8%
CNC(=O)[C@@H]1C[C@H](Oc2cccnc2)CN1C(=O)CC1CCCC1
    0, i, -4%, -13%, 0%, 7%, 6%
COCCC(=O)N1CCC2(CC1)CC(N(C(=O)c1ccccc1)C1CC1)CCO2 (stereo not drawn)
    -12, 3%, -4%, 2%, 2%, -4%, -1%
CCN1CCN(CCCNC(=O)c2cnn(-c3ccc(C)cc3C)c2C2CCN(C(=O)OC(C)(C)C)CC2)CC1
    37, nt, nt, nt, -7%, nt, -20%
COc1ccccc1C(=O)N1CCC(C(=O)N2CCC(c3nc4ncccc4[nH]3)C2)CC1 (stereo not drawn)
    -15, i, i, 0%, 8%[12.5 µM], nt, 1%
COc1cccc(C(=O)N(Cc2cccc(F)c2)C2CCS(=O)(=O)C2)c1 (stereo not drawn)
    12, nt, nt, nt, -18%, nt, -6%
COc1ccccc1Nc1ccnc(N2CCC[C@H]2C(=O)NCCSC)n1
    0, -1%, -20%, -21%, -5%, nt, -9%
COC(=O)[C@H](NC(=O)[C@@H]1C[C@H](NC(=O)Nc2cccc(SC)c2)CN1C(=O)CSC)C(C)C
    6, 1%, 0%, -3%, -10%, 5%, 25%
O=C(NC1CCCCCC1)c1cc(-c2cc(Cl)cc(Cl)c2)c2nncn2n1
    -4, i, 2%, -12%, 1%, nt, ?
O=C(c1ccc2ncccc2c1)N1CCOC(c2ccc(Cl)c(Cl)c2)C1 (stereo not drawn)
    10, i, ?, ?, -9%, 7%, -26%
CCN(CC)S(=O)(=O)c1ccc2c(c1)c(=O)c(C(=O)NCc1ccccc1OC)cn2C
    0, nt, nt, nt, 4%, nt, 16%
N#Cc1cccc(C(=O)N2CCC(Cc3nc(-c4ccncc4)n[nH]3)C2)c1 (stereo not drawn)
    6, 3%, 0%, -29%, 9%, 10%, -10%
CCN(CC)c1cc2c(cc1F)c(=O)c(S(=O)(=O)c1cc(C)ccc1C)cn2Cc1ccccc1
    17, nt, nt, nt, -2%, nt, ?
COc1ccc(CCNC(=O)CCn2c(=O)c3ccccc3n(Cc3ccccc3F)c2=O)cc1OC
    10, nt, nt, nt, 9%, nt, -12%
CN(C)C(C(=O)N1CCC(C(=O)N2CCCC2)CC1)c1cccc(F)c1 (stereo not drawn)
    15, -8%[11.5 µM], -3%, -4%, 9%, 9%, -3%
Cc1ccc(CN(C(=O)COc2cc(C)c(Cl)c(C)c2)c2ccccn2)o1
    4, nt, nt, nt, 6%, nt, -3%
